Screening results from PubChem BioAssay.
SRC1 TRFRET art: TR-FRET detection interference compounds, primary screen, artefact control for PPARgamma SRC-1 recruitment agonists, biochemical, TR-FRET emission ratio; TR-FRET ratio at 8 µM; AID 1051, 2008; TR-FRET detection artefact counter-screen; hits give high values; 99,000 compounds, 0.34% hits; in the data active = TR-FRET ratio above about 2300; note: inactives centre near 1800
SRC3 TRFRET art: TR-FRET detection interference compounds, artefact control for PPARgamma SRC-3 recruitment agonists, biochemical, TR-FRET ratio | AID 1048, 2008 | TR-FRET ratio at 8 µM | TR-FRET artefact counter-screen, PPARgamma/SRC-3 format; hits give high values | 99,000 compounds, 0.39% hits; in the data active = TR-FRET ratio above about 2000; note: inactives centre near 1600
An asterisk follows results filed as active.

Values run as follows: SRC1 TRFRET art | SRC3 TRFRET art
> COc1cc(C(C[N+](=O)[O-])c2c(N)n(C)c(=O)n(C)c2=O)ccc1O (stereo unspecified)
    1977 | 1520
> O=c1cc(CN2CCCc3ccccc32)nc2sccn12
    1948 | 1616
> C/C(=N\NS(=O)(=O)c1cccc([N+](=O)[O-])c1)c1cccnc1
    1807 | 1640
> COc1ccc(/C(O)=C2/C(=O)C(=O)N(Cc3cccnc3)C2c2ccccn2)cc1 (stereo unspecified)
    1811 | 1502
> Cc1cc([N+](=O)[O-])ccc1-c1ccc(/C=N/NC(=O)Cc2ccccc2)o1
    1957 | 1634
> S=C(Nc1ccccc1Cl)N(Cc1cccnc1)Cc1ccco1
    2154 | 1646
> CC(C)(C)C1CCC(=NOC(=O)c2ccc(F)cc2)CC1 (stereo unspecified)
    1589 | 1669
> O=C1c2ccc3c4c(ccc(c24)C(=O)N1CCCCO)C(=O)N(CCCCO)C3=O
    1719 | 1713
> CCOC(=O)N1CCN(C(=O)c2cccn3c(=O)c4cc(Br)ccc4nc23)CC1
    1811 | 1622
> CCN1CC(CN(C)Cc2nc(-c3ccc(OC)c4ccccc34)oc2C)CC1=O (stereo unspecified)
    1616 | 1652

More results.
Values run as follows: SRC1 TRFRET art | SRC3 TRFRET art
> O=Cc1cn(CCC(=O)O)nc1-c1cccc(Cl)c1
    2100 | 1874
> O=C(COC(=O)c1ccccc1Br)NCCC1=CCCCC1
    1703 | 1434
> COC(=O)Cc1c(O)ccn(CCc2c[nH]c3ccccc23)c1=O
    1702 | 1518
> CCOc1ccc(S(=O)(=O)N(C)c2ccc(OCC(=O)NCc3ccc(C(=O)OC)cc3)cc2)cc1
    1704 | 1690
> O=S1(=O)CCN(Cc2ccc(F)cc2)CC1
    1716 | 1440
> CC(=O)c1nc(N2C(=O)CC(Cc3ccc(C)cc3)C2=O)sc1C (stereo unspecified)
    1797 | 1635
> CCS(=O)(=O)N1CCC(C(=O)O)CC1
    1848 | 1652
> CSc1cccc(NC(=O)CCCOc2ccc(Cl)cc2Cl)c1
    1850 | 1626
> O=C(Nc1nnc(COc2ccc(Cl)cc2)s1)c1ccco1
    1529 | 1651
> N=c1ncn(Cc2ccccc2)c2nc(SCCOc3ccccc3)[nH]c12
    1768 | 1678

Sorted by length of the SMILES (descending): three of the compounds above
Values run as follows: SRC1 TRFRET art | SRC3 TRFRET art
> COc1ccc(/C(O)=C2/C(=O)C(=O)N(Cc3cccnc3)C2c2ccccn2)cc1 (stereo unspecified)
    1811 | 1502
> CCOC(=O)N1CCN(C(=O)c2cccn3c(=O)c4cc(Br)ccc4nc23)CC1
    1811 | 1622
> O=S1(=O)CCN(Cc2ccc(F)cc2)CC1
    1716 | 1440

(cont.)
Values run as follows: SRC1 TRFRET art | SRC3 TRFRET art
> CCn1c2ccccc2c2cc(NC(=O)COC(=O)c3cc(S(N)(=O)=O)c(Cl)cc3Cl)ccc21
    1762 | 1744
> Cc1ccc(/C=C2\SC(=S)N(CCC(=O)NNS(=O)(=O)c3ccc(C)cc3)C2=O)cc1
    1961 | 1574
> Cc1sc(NC(=O)CN(CCc2ccccc2)C(=O)C2CC2)c(C(N)=O)c1C
    1835 | 1428
> CN=C(NC#N)NCCSCc1nc[nH]c1C
    1605 | 1475
> O=C(c1ccco1)N1CCN(Cc2nc3cc(Cl)ccc3c(=O)[nH]2)CC1
    1830 | 1634
> O=C(COC(=O)c1ccccn1)c1ccc(Br)cc1
    1688 | 1723
> O=C(Nc1ccc(F)cc1)C(c1ccccc1)N1CCN(S(=O)(=O)c2ccc3ccccc3c2)CC1 (stereo unspecified)
    1696 | 1519
> COc1ccc(NC(=O)COC(=O)c2ccc(S(=O)(=O)N(C)c3ccccc3OC)cc2)c(OC)c1
    1400 | 1580
> Cc1ccc(C)c(NS(=O)(=O)c2ccc(NC(=O)CSc3ccc(Cl)cc3)cc2)c1
    2137 | 1460
> O=C(CCN1C(=O)C2C3CCC(C3)C2C1=O)OCC(=O)c1cccc([N+](=O)[O-])c1 (stereo unspecified)
    1691 | 1723

One compound at a time, as listed above.
Cc1ccc(C)c(NS(=O)(=O)c2ccc(NC(=O)CSc3ccc(Cl)cc3)cc2)c1 is listed as SRC1 TRFRET art = 2137; SRC3 TRFRET art = 1460
O=C(c1ccco1)N1CCN(Cc2nc3cc(Cl)ccc3c(=O)[nH]2)CC1 is listed as SRC1 TRFRET art = 1830; SRC3 TRFRET art = 1634

Other results follow:
Values run as follows: SRC1 TRFRET art | SRC3 TRFRET art
> COc1ccc(CN(C)C(=S)Nc2ccc(Cl)cc2Cl)cc1
    2047 | 1741
> CCOC(=O)N1CCC(N2CCN(Cc3ccccc3)C(CCO)C2)CC1 (stereo unspecified)
    1776 | 1741
> Clc1ccc(Cn2cccn2)cn1
    1525 | 1454
> CC(=O)Nc1cc(Br)ccc1O
    1737 | 1514
> CC1Nc2ccccc2C(=O)N1NS(=O)(=O)c1ccccc1 (stereo unspecified)
    1689 | 1561
> CCOC(=O)c1ccc(N2NC(=O)/C(=C/c3ccc(OC(=O)c4ccco4)c(OC)c3)C2=O)cc1
    1756 | 1612
> Cc1ccc(N(CC(=O)Nc2ccc3c(c2)OCCO3)S(C)(=O)=O)cc1
    1585 | 1558
> CCOc1cc(/C=C(\C#N)C(=O)NCC2CCCO2)ccc1OCC(N)=O (stereo unspecified)
    1909 | 1630
> Cc1nc(C(=O)N(C)C)nn1-c1ccc([N+](=O)[O-])cc1
    1856 | 1474
> Fc1ccc(/C=N/NC(=S)Nc2cccnc2)cc1F
    1708 | 1365

Next section:
Values run as follows: SRC1 TRFRET art | SRC3 TRFRET art
> Clc1ccc(N/N=C/c2ccncc2)cc1Cl
    1863 | 1616
> CN(C(=O)c1cc(-n2cnnc2)ccc1Cl)c1ccccc1
    1806 | 1717
> CC1CN(S(=O)(=O)c2ccc(-c3nc4ccccc4s3)cc2)CC(C)O1 (stereo unspecified)
    2105 | 1665
> CC(=O)c1ccc(O)c(CSc2nncn2C)c1
    1907 | 1515
> CC(C)(C)C(O)CN1CCCC1 (stereo unspecified)
    1739 | 1544
> CC1=CC(=C(C#N)C#N)C=C(C)N1CCN1CCNCC1
    1697 | 1501
> CC(O)CNc1ccc([N+](=O)[O-])cc1S(=O)(=O)N1CCOCC1 (stereo unspecified)
    1900 | 1787
> O=C1c2ccccc2NC(c2ccccc2Cl)N1N=C1CCCCCC1 (stereo unspecified)
    1676 | 1591
> NC(=S)N=Nc1c(O)[nH]c2ccccc12
    1869 | 1878
> COc1cccc(C(=O)c2c(C)c(CCC#N)n3ccccc23)c1
    1748 | 1353

(further entries)
Values run as follows: SRC1 TRFRET art | SRC3 TRFRET art
> CCOC(=O)c1cc(-c2ccccc2)n(CC(=O)NC(C)(C)C)c1C
    1610 | 1584
> CCCCN(CC)C(=O)c1ccc(-c2ccccc2)cc1
    1809 | 1500
> Cc1ccc(CC(=O)NCc2cccnc2)cc1
    1738 | 1582
> O=C(NCCc1c[nH]c2ccccc12)c1ccc([N+](=O)[O-])cc1
    1572 | 1355
> CC(NC(=O)/C(C#N)=C1\N=C(NC(=O)c2cccs2)c2ccccc21)c1ccccc1 (stereo unspecified)
    1911 | 1598
> Cc1cc(C(=O)COC(=O)c2cccnc2Cl)c(C)n1-c1c(C)n(C)n(-c2ccccc2)c1=O
    1862 | 1731
> CC(C(=O)N1CCOCC1)n1cc([N+](=O)[O-])cn1 (stereo unspecified)
    1893 | 1438
> Cc1ccc2sc(N(CCCN(C)C)C(=O)CN3C(=O)c4ccccc4C3=O)nc2c1C
    1985 | 1665
> C=CCSc1nnc2c(n1)OC(C)=Nc1ccc(Br)cc1-2
    1926 | 1691
> Cc1ccc(SC(C)C(=O)NCc2ccncc2)cc1 (stereo unspecified)
    1589 | 1486

A portion from further up, as a working copy:
Values run as follows: SRC1 TRFRET art | SRC3 TRFRET art
> CCOC(=O)c1cc(-c2ccccc2)n(CC(=O)NC(C)(C)C)c1C
    1610 | 1584
> CCCCN(CC)C(=O)c1ccc(-c2ccccc2)cc1
    1809 | 1500

New compounds follow.
Values run as follows: SRC1 TRFRET art | SRC3 TRFRET art
> COc1ccc(/C(C)=N/NC(=O)CNC(=O)c2cccs2)cc1
    1905 | 1515
> Fc1ccc(N2CCN(c3nc(CN4CCOCC4)nc4scc(-c5ccccc5)c34)CC2)cc1
    1617 | 1504
> CCCC(=O)C1=C(SCC)CC(C)(C)C(C(=O)OC)C1=O (stereo unspecified)
    1710 | 1323
> CCNC(=O)OCc1cn(-c2ccccc2)nn1
    1585 | 1495
> Cc1ccccc1-c1nn2c(-c3ccccc3)nnc2s1
    2017 | 1647
> Cc1cc(C)c(C)c(S(=O)(=O)NC2CCN(Cc3ccccc3)CC2)c1C
    1954 | 1441
> Cc1cccc(N2CCN(C(=O)c3cccc(S(=O)(=O)N4CCc5ccccc5C4)c3)CC2C)c1 (stereo unspecified)
    1897 | 1500
> O=C(c1c[nH]c(C(=O)C(Cl)(Cl)Cl)c1)c1ccc(F)cc1Cl
    1778 | 1552
> O=C(CCC1CCCN(C(=O)CCN2CCCCC2=O)C1)NCc1ccccc1F (stereo unspecified)
    1676 | 1547
> CCOC(=O)c1c(NC(=O)CN2C(=O)NC(C)(c3ccccc3)C2=O)sc(C)c1C (stereo unspecified)
    1883 | 1581

Next section.
Values run as follows: SRC1 TRFRET art | SRC3 TRFRET art
> Cc1ccc(/C=C2\SC(=S)N(CCC(=O)NNC(=O)c3cccnc3)C2=O)cc1
    1665 | 1595
> CCN1CN(Cc2ccccc2)CNC1=S
    1616 | 1726
> Cc1ccc(C(=O)Oc2ccc(/C=N/NC(N)=O)cc2)cc1
    2001 | 1719
> Cc1cc(NC(=O)CSc2cc(Cl)ccc2Cl)n(-c2ccccc2)n1
    1907 | 1526
> O=C(N/C(=C\c1ccccc1)C(=O)N1CCCCCC1)c1ccccc1
    1720 | 1569
> CCNC(=S)N/N=C/c1cc(C)ccc1C
    1991 | 1621
> COc1cc(/C=N/N=C2/NC(=O)C(Cc3ccc(F)cc3)S2)ccc1O (stereo unspecified)
    1779 | 1491
> O=C(Nc1ccc(C(=O)O)cc1)/C(=C\c1ccc2c(c1)OCO2)NC(=O)c1ccc(Br)cc1
    2068 | 1514
> C=CCn1c(SCC(=O)c2cccs2)nnc1-c1cccc(OC)c1
    1889 | 1658
> COc1cc(OC)cc(C(=O)NCc2ccc3[nH]c(C)cc3c2)c1
    1896 | 1499

The listing continues:
Values run as follows: SRC1 TRFRET art | SRC3 TRFRET art
> COc1ccc(NC(=O)CN(C)C2CCCCC2)c([N+](=O)[O-])c1
    2038 | 1635
> CN(C)S(=O)(=O)c1ccc(N2CCCC2)c(C(=O)Nc2nc3ccc(F)cc3s2)c1
    1795 | 1868
> CN(Cc1cnn(C)c1)Cc1nc(COc2ccccc2)no1
    1764 | 1454
> CCCCNC(=O)N(CC)c1c(N)n(Cc2ccccc2)c(=O)[nH]c1=O
    1636 | 1524
> COC(=O)C(NC(C)=O)(Nc1ccc(Br)cn1)C(F)(F)F (stereo unspecified)
    1747 | 1586
> COc1ccc(CCNC(=O)C(=O)N2CCCC2)cc1OC
    1349 | 1456
> COc1ccc(C(=O)NC2c3ccccc3-c3ccccc32)cc1
    1652 | 1476
> C/C(=N/NC(N)=S)c1ccc(Br)s1
    1737 | 1538
> CCN(CC)C(=O)N1CCN(C)CC1
    1630 | 1415
> CCOC(=O)c1csc(N)n1
    1812 | 1355

Following part.
Values run as follows: SRC1 TRFRET art | SRC3 TRFRET art
> COc1ccc(-c2csc(NC(=O)C3=NN(c4ccccc4)C(=O)CC3)n2)cc1
    1895 | 1629
> Cc1c(NC(=O)C(C)OC(=O)c2cccc(S(=O)(=O)N(C)C)c2)c(=O)n(-c2ccccc2)n1C (stereo unspecified)
    1483 | 1414
> O=c1[nH]c(SCc2ccccc2)nc2c1cnn2-c1ccc(F)cc1
    1842 | 1360
> Cc1ccc(C(=O)N2CCN(c3cccc(Cl)c3)CC2)cc1C
    1564 | 1455
> COc1ccc(NC(=O)Cn2nnc(C(=O)Nc3ccccc3C)c2N)cc1
    1907 | 1466
> CCN1CNC(=S)N(C(C)c2ccccc2)C1 (stereo unspecified)
    1896 | 1559
> O=C(Cn1c(CO)nc2ccccc21)NCCc1ccccc1
    1786 | 1361
> COc1ccc(-c2nc3c(c4nnc(SC(C)C(=O)Nc5ccc(C)cc5)n24)COC(C)(C)C3)cc1 (stereo unspecified)
    1501 | 1515
> COc1ccc(N=C2SC(CC(=O)Nc3ccccc3F)C(=O)N2Cc2ccco2)cc1 (stereo unspecified)
    1783 | 1526
> COC(=O)CS(=O)(=O)c1ccsc1C(=O)Nc1ccc(F)c(F)c1
    1523 | 1532

Next section:
Values run as follows: SRC1 TRFRET art | SRC3 TRFRET art
> CC1CCN(CCCNC(=O)c2cc3c(Cl)nc4ccccc4c3s2)CC1
    1715 | 1484
> COc1ccc(NC(=O)CNS(=O)(=O)c2cccs2)cc1
    1415 | 1466
> O=c1c(O[C@@H]2O[C@H](CO)[C@@H](O)[C@H](O)[C@H]2O)c(-c2ccc(O)c(O)c2)oc2cc(O)cc(O)c12
    1958 | 1620
> COc1ccc(NC(=O)COC(=O)CC23CC4CC(CC(C4)C2)C3)c([N+](=O)[O-])c1
    1938 | 1523
> O=c1cc(O)c2ccccc2n1Cc1ccccc1
    1777 | 1659
> O=C(CSc1nnc(NC(=O)Cc2ccc(F)cc2)s1)NCc1ccco1
    1803 | 1418
> COc1ccc(C(c2oc(CO)cc(=O)c2O)c2oc(CO)cc(=O)c2O)cc1
    1766 | 1845
> CC(NC(=O)c1ccc2c(c1)OCO2)C1CCCO1 (stereo unspecified)
    1868 | 1603
> CCOc1ccccc1NS(=O)(=O)c1ccc2c(c1)n(C)c(=O)c(=O)n2C
    1869 | 1570
> C/C=C/c1ccc(OCC(=O)Nc2ccc(C(N)=O)cc2)c(OC)c1
    1672 | 1717
> CCCCC(=O)Nc1c(O)c2ccccc2[nH]c1=O
    1808 | 1607
> Cc1ccccc1CNC(=O)c1cc(COc2ccc(F)cc2F)on1
    1688 | 1887
> CCOc1ccc(NC(=O)CSc2nnc(-c3ccco3)n2C)cc1
    1622 | 1660
